MITF primary: human MITF inhibition, primary screen; inhibition, % at 2.6 µM; O75030; AlphaScreen MITF homodimerization, bead proximity signal; AID 1259374; 0.91% of 650,000 active; in the data active = inhibition above about 50%;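 note: 0% = vehicle wells with protein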
TEAD-YAP block: TEAD-YAP interaction inhibition. HEK-TIYL cells, TEAD-Gal4/YAP UAS-luciferase luminescence. inhibition, % at 9.12 µM. 1.4% of 640,000 active. AID 1259422; in the data active = inhibition above about 32%;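 note: 0% = median of test compound wells and 100% = reference inhibitor wells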
FBW7 act: activators of human E3 ligase FBW7; Q969H0; AlphaScreen FBW7–phospho-cyclin E peptide binding, activator screen; normalized activity (activation), % at 26.1 µM; 0.13% of 650,000 active; in the data active = normalized activity above about 1.9%;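 note: purified mutant Fbw7 with reduced substrate affinity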
Target sequence (Q969H0 whole entry, looked up): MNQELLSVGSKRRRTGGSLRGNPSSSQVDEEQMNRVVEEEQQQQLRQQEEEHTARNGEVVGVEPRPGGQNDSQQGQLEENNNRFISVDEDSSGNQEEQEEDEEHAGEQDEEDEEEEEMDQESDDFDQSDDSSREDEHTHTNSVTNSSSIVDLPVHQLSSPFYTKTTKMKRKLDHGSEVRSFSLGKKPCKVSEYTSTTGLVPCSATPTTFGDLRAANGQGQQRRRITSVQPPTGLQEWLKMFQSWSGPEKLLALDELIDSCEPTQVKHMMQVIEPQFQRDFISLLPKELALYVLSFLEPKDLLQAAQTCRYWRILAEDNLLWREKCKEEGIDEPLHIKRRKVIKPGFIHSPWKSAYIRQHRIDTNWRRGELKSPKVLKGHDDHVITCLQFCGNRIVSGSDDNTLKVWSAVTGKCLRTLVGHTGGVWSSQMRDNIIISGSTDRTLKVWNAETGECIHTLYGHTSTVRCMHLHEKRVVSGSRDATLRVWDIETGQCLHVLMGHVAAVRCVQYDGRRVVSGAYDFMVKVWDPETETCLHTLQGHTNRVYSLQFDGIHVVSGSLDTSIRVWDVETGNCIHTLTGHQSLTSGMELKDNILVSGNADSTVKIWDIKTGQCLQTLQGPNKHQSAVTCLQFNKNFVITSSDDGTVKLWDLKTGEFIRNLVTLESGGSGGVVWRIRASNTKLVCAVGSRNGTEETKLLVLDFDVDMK
GPR151 ag: human GPR151 activation; activation, % at 11.2 µM; PathHunter beta-arrestin GPR151 cells, luminescence; Q8TDV0; 1% of 650,000 active; in the data active = activation above about 4.9%;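 note: 0% = median of compound wells and 100% = cells with positive control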
* marks the source's active call; other numbers are inactive results; & = joins results of further samples.

SMILES	MITF primary	TEAD-YAP block	FBW7 act	GPR151 ag
Cc1sc2ncn(CC(=O)NCC(=O)N3CCC(C(N)=O)CC3)c(=O)c2c1C	0	-2	0.0	1.0
CNC(=O)CN(c1cc(C)ccc1C)S(=O)(=O)c1ccc(C)cc1	8	3	-0.1	4.3
COc1ccc(C(=O)Nc2ccc(C)c([N+](=O)[O-])c2)cc1	7	-33	-0.1	0.1
C(=C\c1ccco1)/CN1CCOc2ccc(CN3CCN(Cc4ccccn4)CC3)cc2C1	8	-2	-0.1	2.2
COc1ccc(NC(=O)c2c(NC(=O)c3cccc(C)c3)sc3c2CCCC3)cc1	-8	2	-0.1	0.3
COC(=O)c1c(NC(=O)c2ccc(Cl)cc2Cl)sc2c1CCC2	-13	3	-0.1	1.0
N#C/C(=C/c1ccccc1O)C(=O)Nc1ccc(Cl)cc1	6	-19	0.1	0.4
Cc1[nH]n(-c2ccc(Cl)cc2)c(=O)c1/C=N/NC(=O)CC(C)C	3	8	-0.7	1.2
CCCCn1c(CNC(=O)c2cccc(OC)c2)nnc1SCC(=O)Nc1sc(C(=O)OCC)c(C)c1C(=O)OCC	-14	-1	-0.2	1.2
Cc1cccc(N2CCN(S(=O)(=O)c3ccsc3C(=O)Nc3ccc(N(C)C)cc3)CC2)c1	25	-19	-0.7	-1.4
CCOC(=O)Cc1c(Sc2ccccc2)c2ccccc2n1Cc1ccccc1	4	-8	0.4	0.8
Cn1c(SCC(=O)c2ccccc2)nc2c(c1=O)SCC2	4	4	-0.1	-1.6
CC(C)(C(=O)O)c1ccc(C(O)CCCN2CCC(C(O)(c3ccccc3)c3ccccc3)CC2)cc1 (configuration not stated)	-8&17&14&6	9&1	-0.1&-0.3&0.3&0.0	2.3&0.1&1.9&-0.8
O=C1CN(C(=O)COC(=O)CCN2C(=O)C3CC=CCC3C2=O)c2ccccc2N1 (configuration not stated)	4	-1	0.0	3.2
COc1ccc(Cl)cc1N1C(=O)CSC1c1ccc(F)cc1 (configuration not stated)	1	3	0.0	0.3
COc1ccc(C(NC(C)=O)c2c(O)ccc3ccccc23)cc1OC (configuration not stated)	3	9	0.1	0.4
CC(NC(=O)c1ccccn1)c1ccc(F)cc1 (configuration not stated)	-1	2	0.0	0.7
Cc1csc(NC(=O)CCN2C(=O)/C(=C/C=C/c3ccccc3)SC2=S)n1	61*	-14	-0.4	0.0
CC(=O)Nc1ccc(C(=O)OCC(=O)Nc2ccc(N(c3ccccc3)C(C)C)cc2)cc1	10	7	-0.1	0.7
COc1ccc(C)cc1NC(=O)C(OC(=O)c1ccc(CO)cc1)c1ccccc1 (configuration not stated)	-15	0	0.0	0.6
O=C(Nc1ccc(Cl)cc1)c1c(Cl)nsc1Cl	-22	76*	0.2	0.9
C=CCn1c(SCC(=O)Nc2c(C)cccc2C)nnc1-c1ccco1	-7	7	0.0	-0.3
CCC1C(=O)NCCN1C(=O)c1ccc(OC2CCN(CCc3ccccc3)CC2)cc1 (configuration not stated)	-11	5	-0.1	-0.3
c1nc2nc(NCCN3CCOCC3)nc(NCCN3CCOCC3)c2[nH]1	1	-8	-0.1	-2.2
CC(=O)c1cccc(NC(=O)CSc2nccc(C)n2)c1	8	-7	0.1	0.3
Cc1cccc(NC(=O)NCCN2CCN(c3ccc(F)cc3)CC2)c1C	13	8	0.1	-0.6
CCc1ccccc1-n1c(C)nc2cc(C(=O)NCc3ccccc3OC)ccc21	6	-8	-0.1	-1.1
N#CC1=C(N)Oc2n[nH]c(-c3ccc(Cl)c(Cl)c3)c2C1c1cccc(O)c1 (configuration not stated)	10	6	-0.3	0.1
Cc1ccc(Cl)cc1N1CCN(C(=O)c2ccc3c(c2)NC(=O)c2ccccc2N3)CC1	7	-10	-0.1	0.5
Cc1ccc(S(=O)(=O)C(CNS(=O)(=O)c2ccc(F)cc2)c2ccco2)cc1 (configuration not stated)	-6	3	-0.1	-0.1
Cc1cc(/C=C(/C#N)c2ccc([N+](=O)[O-])cc2)c(C)n1-c1ccncc1	20	12	0.3	1.3
CCOC(=O)CN1C(=O)C(O)(CC(=O)c2ccc(OC)cc2)c2ccccc21 (configuration not stated)	9	10	0.0	-0.9
Fc1ccccc1NCc1nnc2n1CCCCC2	-5	-4	-0.1	-0.7
COCCNc1ccc2ncc(-c3ccccc3)n2n1	17	6	0.1	-0.1
O=C(N/N=C/c1cccc2ccccc12)c1ccccc1[N+](=O)[O-]	10	3	0.0	11*
COc1ccc(-n2cnc3cc(NCc4ccco4)ccc32)cc1	1	-64	-0.3	2.0
CC(=O)Nc1ccc(NC(=O)c2cncc(-c3ccc4c(ccn4C)c3)c2)cc1	-3	0	0.1	-0.1
CC(C)(C)c1ccc(C(=O)NNC(=O)c2cccc([N+](=O)[O-])c2)cc1	2	-32	-0.1	4.4
COc1cccc(/C=N/NC(=O)c2nnn(-c3nonc3N)c2CN2CCCCCC2)c1	-2	-8	0.0	0.9
COc1ccc(C2=NN(C(=O)CSc3nnc(C)n3C)C(c3ccco3)C2)cc1 (configuration not stated)	7	-7	-0.1	-0.7
CC(C)Cc1c(O)nc(SCC(=O)N2CCCCCC2)[nH]c1=O	-8	4	-0.1	1.4
CC(C)C(=O)NNC(=O)CSc1nnnn1-c1ccccc1F	-4	3	0.1	-0.7
CCCCCOc1ccc(C(=O)NC(C(=O)O)C(C)C)cc1 (configuration not stated)	-7	0	-0.2	0.7
O=C(Cc1ccc(Br)cc1)Nc1ccc(S(=O)(=O)N2CCCC2)cc1	10	13	0.0	1.0
Cc1cc(NS(=O)(=O)c2ccc(NC(=O)c3ccccc3F)cc2)nc(C)n1	16	7	0.1	0.6
CC(=O)c1cccc(N2C(=O)/C(=C/c3ccc(-c4cc(Cl)ccc4Cl)o3)C=C2c2ccccc2)c1	46	1	0.0	-1.2
Cc1ccc(CN(Cc2cccnc2)C(=S)Nc2ccc(C)cc2)cc1	-6	-13	-0.2	-1.1
CC1=C(C(=O)Nc2ccccc2)C(c2ccccc2[N+](=O)[O-])n2nnnc2N1 (configuration not stated)	-2	-2	-0.1	-0.7
COC(=O)c1ccccc1-c1ccc(/C=C(\C#N)C(=O)NCc2ccco2)o1	4	13	0.0	0.7
CC(C)(CO)CNC(=O)C1CC(C(c2ccccc2)c2ccccc2)=NO1 (configuration not stated)	-24	1	-0.1	0.8
(listing goes on)
SMILES	MITF primary	TEAD-YAP block	FBW7 act	GPR151 ag
Cc1ccc(C)c(NC(=O)CSc2nnc(-c3ccc(N)cc3)n2C)c1	4	3	-0.2	3.7
Cc1onc(-c2c(Cl)cccc2Cl)c1C(=O)n1cnc2ccccc21	25	-11	0.2	0.9
Oc1c(C=Nc2ccc(Cl)cc2)sc2ccccc12	16	10	0.4	-0.2
COc1ccc(Cl)cc1C(=O)Nc1cc2nn(-c3ccccc3)nc2cc1C	7	-5	0.6	0.6
CC(C)CNC(=O)c1ccccc1NC(=O)c1ccccc1Br	-6	12	0.1	-0.8
CCOC(=O)C(CCCCOc1ccccc1OC)C(=O)OCC	-17	-9	0.0	-0.5
C=CCSc1nnc(C2CCCN(Cc3cc(OC)c(OC)c(OC)c3)C2)n1C (configuration not stated)	-5	-2	-0.1	-0.1
COC(=O)/C=c1/sc2nc3ccccc3n2c1=O	-8	6	0.1	-6.6
CCN(CC)c1nc(N2CCOCC2)nc(C)c1[N+](=O)[O-]	-3	-4	-0.2	1.4
CCOC(=O)c1cc(NC(=O)Nc2ccc(OC)c(OC)c2)cc(C(=O)OCC)c1	16	17	0.5	-1.4
O=C(NCCC1CCCCN1S(=O)(=O)c1cccs1)Nc1ccccc1 (configuration not stated)	-12	2	-0.2	-2.4
Cc1ccc(-n2nc(C)c3c2OC(N)=C(C#N)C3c2ccsc2)cc1 (configuration not stated)	13	-3	-0.9	-0.1
O=c1oc2ccc3ccccc3c2cc1-c1nnc(Nc2ccc(Oc3ccc4ccccc4c3Cl)c(Cl)c2)s1	-11	6	0.0	3.2
CCOC(=O)c1ccc2nc(-c3ccccc3)c(-c3ccccc3)nc2c1	9	7	0.1	0.6
COc1ccc(N2C(=S)SC3CS(=O)(=O)CC32C)cc1 (configuration not stated)	2	0	0.0	4.4
O=C(CC1SC(=Nc2ccccc2)NC1=O)Nc1ccccc1 (configuration not stated)	6	0	-0.1	1.0
COc1cccc(Oc2ncnc(N)c2[N+](=O)[O-])c1	1	2	-0.1	-1.2
C=CCN1C(=O)/C(=C/c2ccc(OCC)cc2)SC1=S	-10	-14	-0.1	-1.4
COCCNc1nc2nonc2nc1N(C)CCOc1ccccc1	0	-6	0.1	-1.3
COC(=O)c1ccc(COC(=O)c2cc3ccccc3cc2O)cc1	-8	-7	0.0	0.3
COc1ccc(/C=C(\NC(=O)c2ccco2)C(=O)NCCCCCC(=O)O)cc1	16	-1	0.2	0.1
COCCNC(=O)c1ccc2c(=O)n(Cc3ccco3)c(SCc3ccc(F)cc3Cl)nc2c1	-4	9	0.0	3.8
Cc1ccc(C(=O)Nc2ccccc2C(=O)O)cc1N	-2	-7	0.1	-6.8
CCOc1ccccc1NC(=O)C(=O)N/N=C/c1ccc(Cl)cc1Cl	-2	7	0.0	-0.6
C/C(=N/O)c1cccc(N2Cc3ccccc3C2)c1	-5	-19	0.1	0.1
CCC(Sc1nc2ccccc2s1)C(=O)Nc1nnc(C)s1 (configuration not stated)	19	13	0.1	0.2
CCCCCCOc1ccccc1/C=C1/C(=O)N(c2ccccc2)N=C1c1ccccc1	2	-17	-0.2	-1.2
Cc1ccc(-c2nnc3sc(NC(=O)c4cccc(F)c4)nn23)cc1	4	-2	0.0	1.4
CCc1ccc(-c2nc(-c3ccc(C)cc3)no2)cc1	13	-31	0.0	2.9
c1ccc(-c2nnc(CN3CCC(c4nc5ccccc5s4)CC3)o2)cc1	14	2	0.0	-0.1

Some of the entries so far, in markdown:
| SMILES | MITF primary | TEAD-YAP block | FBW7 act | GPR151 ag |
| --- | --- | --- | --- | --- |
| CCOC(=O)c1ccc2nc(-c3ccccc3)c(-c3ccccc3)nc2c1 | 9 | 7 | 0.1 | 0.6 |
| COc1ccc(N2C(=S)SC3CS(=O)(=O)CC32C)cc1 (configuration not stated) | 2 | 0 | 0.0 | 4.4 |
| O=C(CC1SC(=Nc2ccccc2)NC1=O)Nc1ccccc1 (configuration not stated) | 6 | 0 | -0.1 | 1.0 |
| COc1cccc(Oc2ncnc(N)c2[N+](=O)[O-])c1 | 1 | 2 | -0.1 | -1.2 |
| C=CCN1C(=O)/C(=C/c2ccc(OCC)cc2)SC1=S | -10 | -14 | -0.1 | -1.4 |
| COCCNc1nc2nonc2nc1N(C)CCOc1ccccc1 | 0 | -6 | 0.1 | -1.3 |
| COC(=O)c1ccc(COC(=O)c2cc3ccccc3cc2O)cc1 | -8 | -7 | 0.0 | 0.3 |
| COc1ccc(/C=C(\NC(=O)c2ccco2)C(=O)NCCCCCC(=O)O)cc1 | 16 | -1 | 0.2 | 0.1 |
| COCCNC(=O)c1ccc2c(=O)n(Cc3ccco3)c(SCc3ccc(F)cc3Cl)nc2c1 | -4 | 9 | 0.0 | 3.8 |
| Cc1ccc(C(=O)Nc2ccccc2C(=O)O)cc1N | -2 | -7 | 0.1 | -6.8 |
| CCOc1ccccc1NC(=O)C(=O)N/N=C/c1ccc(Cl)cc1Cl | -2 | 7 | 0.0 | -0.6 |
| C/C(=N/O)c1cccc(N2Cc3ccccc3C2)c1 | -5 | -19 | 0.1 | 0.1 |
| CCC(Sc1nc2ccccc2s1)C(=O)Nc1nnc(C)s1 (configuration not stated) | 19 | 13 | 0.1 | 0.2 |
| CCCCCCOc1ccccc1/C=C1/C(=O)N(c2ccccc2)N=C1c1ccccc1 | 2 | -17 | -0.2 | -1.2 |
| Cc1ccc(-c2nnc3sc(NC(=O)c4cccc(F)c4)nn23)cc1 | 4 | -2 | 0.0 | 1.4 |

More structures.
SMILES	MITF primary	TEAD-YAP block	FBW7 act	GPR151 ag
O=C(O)C1CCC(CNCc2cccc(OCc3ccccc3)c2)CC1 (configuration not stated)	-10	-8	0.0	-1.9
CC1=C(C(=O)OC2CCCC2)C(c2cccc(Br)c2)C2=C(CCCC2=O)N1 (configuration not stated)	11	-1	-0.1	0.3
CCC(C)NC(=O)c1ccc2c(c1)nc(C)n2-c1cc(C)cc(C)c1 (configuration not stated)	15	-11	-0.1	0.4
Cc1cc(NC(=O)C(c2ccccc2)c2ccccc2)no1	-4	-14	0.2	0.5
COc1ccc(/C=C2\C=C(c3ccccc3)N(c3ccc(N(C)C)cc3)C2=O)cc1	-3	5	0.1	0.1
O=C(Nc1cccc(-c2nc3ccccc3o2)c1)c1cccc(C(=O)Nc2cccc(-c3nc4ccccc4o3)c2)c1	11	3	0.1	-0.5
O=C(Nc1ccccc1)c1ccc(-c2ccc([N+](=O)[O-])cc2)o1	10	-22	0.3	0.0
CCC(c1nnnn1Cc1ccc(OC)cc1)N1CCN(c2ccccc2F)CC1 (configuration not stated)	8	1	-0.1	0.0
Cc1ccc(C(=O)COC(=O)C(Cc2ccccc2)NC(=O)c2ccco2)cc1 (configuration not stated)	6	7	0.1	0.5
Cc1ccnc(NC(=O)CCC(=O)N(CC(=O)NC(C)(C)C)Cc2ccccc2)c1	0	14	0.0	1.3
CCOc1cccc2c1OC1(C)CC2C(C(=O)c2ccccc2)C(=O)N1 (configuration not stated)	15	2	0.9	-0.1
O=C(Nc1cccc(Cl)c1)c1ccc2c(c1)S(=O)(=O)c1ccccc1C2=O	2	0	-0.1	0.3
